Source: PubChem BioAssay (Broad Institute)
ROS inducer: ROS inducers in U2OS cancer cells, primary screen, cell-based, H2DCF-DA fluorescence. U2OS ROS induction. ROS induction (% of piperlongumine), % at 10 µM. actives 2% (n = 46,000); in the data active means ROS induction above about 79%, passing the limit was not always enough;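 further: 0% = DMSO vehicle median and 100% = reference compound median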
Active calls of the source: *.

SMILES | ROS inducer
CCC(C)C(NC(=O)C(C)(C)NC(=O)C(C)(CC)NC(=O)C(N)Cc1c[nH]c2ccccc12)C(=O)NC(=O)CCC(NC(C)=O)C(=O)O (stereo not drawn) | -7
COc1ccc(S(=O)(=O)N(C)C[C@@H]2Oc3c(NS(C)(=O)=O)cccc3C(=O)N([C@@H](C)CO)C[C@H]2C)cc1 | -14
C[C@@H]1CN([C@@H](C)CO)C(=O)Cc2cc(NC(=O)c3ccncc3)ccc2O[C@@H]1CN(C)Cc1ccc(C(F)(F)F)cc1 | 3
C[C@@H]1CN([C@@H](C)CO)C(=O)c2cc(NC(=O)Nc3ccc(C(F)(F)F)cc3)ccc2O[C@H]1CN(C)C(=O)Nc1ccc(C(F)(F)F)cc1 | 35
CCN1C(=O)CCC(C(=O)O)C1c1ccc(OC)cc1 (stereo not drawn) | 2
C[C@@H]1CN([C@H](C)CO)C(=O)Cc2cc(NC(=O)Nc3ccc(C(F)(F)F)cc3)ccc2O[C@@H]1CN(C)Cc1ccc(-c2ccccc2)cc1 | 8
c1ccc2c(c1)CCCc1cc(NCCN3CCOCC3)nnc1-2 | -4
C[C@H]1CN([C@@H](C)CO)C(=O)c2cc(NC(=O)CCCN(C)C)ccc2O[C@H]1CN(C)Cc1ccc(Cl)c(Cl)c1 | 28
O=C(Nc1ccccc1)Nc1ccc(C2SCCS2)cc1 | 9
O=C1C=CC(=O)c2c(O)c(Cl)c(Cl)c(O)c21 | -1
CCOC(=O)NC(=O)CSc1nnnn1-c1ccccc1 | 0
Cc1c(Cl)cccc1NC(=O)CSc1nnc(-c2cccs2)n1C | -5
COC(=O)c1c(-c2cc(OC)c(OC)c(OC)c2)c2ccnc(OCc3ncccn3)c2c(=O)n1Cc1ccnc(C)c1 | 5
C[C@H]1CN([C@@H](C)CO)C(=O)c2cc(NC(=O)c3ccncc3)ccc2O[C@H]1CN(C)C(=O)Nc1ccc(C(F)(F)F)cc1 | -8
O=C(CCc1ccc(O)cc1)c1ccc(O[C@@H]2O[C@H](CO)[C@H](O)[C@H](O)[C@H]2O)cc1O | -7
COCCOC(=O)N1C(=O)[C@@]2(c3ccccc31)[C@H](c1ccc(O)cc1)N1[C@H](c3ccccc3)[C@H](c3ccccc3)OC(=O)[C@H]1[C@@H]2C(=O)N1CCc2cc(OC)c(OC)cc2C1 | 11
C[C@H](CO)N1C[C@H](C)[C@H](CN(C)Cc2ccc3c(c2)OCO3)Oc2ncc(-c3cccc(F)c3)cc2C1=O | 15
Cn1c(SCC(=O)c2cccc([N+](=O)[O-])c2)nnc1-c1cc2ccccc2o1 | -3
C[C@@H]1CN([C@@H](C)CO)C(=O)c2cc(NS(C)(=O)=O)ccc2O[C@@H]1CN(C)S(=O)(=O)c1cn(C)cn1 | -16
COc1cccc(NC(=O)N(C)C[C@@H]2OCc3cn(nn3)CCCC(=O)N([C@@H](C)CO)C[C@H]2C)c1 | -4

Among those listed so far, 3 have a Cl atom:
SMILES | ROS inducer
C[C@H]1CN([C@@H](C)CO)C(=O)c2cc(NC(=O)CCCN(C)C)ccc2O[C@H]1CN(C)Cc1ccc(Cl)c(Cl)c1 | 28
O=C1C=CC(=O)c2c(O)c(Cl)c(Cl)c(O)c21 | -1
Cc1c(Cl)cccc1NC(=O)CSc1nnc(-c2cccs2)n1C | -5

Continuation:
SMILES | ROS inducer
CC(C)c1cc(NC2CCCCC2)n2c(nc3ccccc32)c1C#N | 164*
C[C@@H]1CN([C@H](C)CO)C(=O)c2cccc(NS(C)(=O)=O)c2O[C@@H]1CN(C)Cc1ccncc1 | -3
Cc1ccc(NC(=O)c2ccc(NCc3cccnc3)c([N+](=O)[O-])c2)cc1 | -8
COc1cccc(C(=O)NC(NCC2CCCO2)(C(F)(F)F)C(F)(F)F)c1 (stereo not drawn) | 38
Cc1cc(N(CC(=O)Nc2cccc([N+](=O)[O-])c2C)S(C)(=O)=O)ccc1Br | 1
C[C@H](CO)N1C[C@H](C)[C@@H](CN(C)Cc2ccc(C(=O)O)cc2)Oc2ccc(NC(=O)C3CCCCC3)cc2C1=O | -3
C[C@H](CO)N1C[C@H](C)[C@@H](CN(C)S(=O)(=O)c2ccc(Cl)cc2)Oc2c(cccc2N(C)C)C1=O | -7
CC(C)c1nnc(NC(=O)C2c3ccccc3Oc3ccccc32)s1 | 1
O=C1CC(c2ccccc2)Cc2nc(NCc3ccco3)ncc21 (stereo not drawn) | 5
COc1ccc(S(=O)(=O)Nc2ccc3c(c2)C(=O)N([C@@H](C)CO)C[C@@H](C)[C@H](CN(C)Cc2ccc(-c4ccccc4)cc2)O3)cc1 | 12
Cc1ccc(CNC(=S)NN(C)C)cc1 | -3
O=C(COC(=O)C12CC3CC(CC(C3)C1)C2)c1ccc(Br)cc1 | 9
c1cc(-c2nc3ccccc3s2)nc(-c2nc3ccccc3s2)c1 | -15
CC(C)CCN(C)C1CCN(S(=O)(=O)c2cccc(Cl)c2)CC1 | -7
C[C@H]1CN([C@@H](C)CO)C(=O)c2cccc(NC(=O)c3nc4ccccc4s3)c2O[C@H]1CN(C)S(=O)(=O)c1ccc(F)cc1 | 51
COc1cc(/C=C/C(=O)O[C@@H]2C[C@@](O)(C(=O)O)C[C@@H](O)[C@@H]2O)ccc1O | -12
CCNC(=S)NCC1CC1 | 3
Cc1noc(C)c1S(=O)(=O)N(C)C[C@H]1Oc2ccc(NS(=O)(=O)c3ccc(Cl)cc3)cc2CC(=O)N([C@H](C)CO)C[C@H]1C | 5
CNC[C@H]1OCc2cnnn2CCCC(=O)N([C@@H](C)CO)C[C@H]1C | 3
CC(C)NC(=O)N(C)C[C@@H]1Oc2c(NC(=O)c3ccc(-c4nccs4)cc3)cccc2C(=O)N([C@H](C)CO)C[C@@H]1C | -14

Molecules listed so far containing bromine (2):
SMILES | ROS inducer
Cc1cc(N(CC(=O)Nc2cccc([N+](=O)[O-])c2C)S(C)(=O)=O)ccc1Br | 1
O=C(COC(=O)C12CC3CC(CC(C3)C1)C2)c1ccc(Br)cc1 | 9

Remaining list, next part:
SMILES | ROS inducer
N#Cc1nn(-c2ccccc2)c(=O)[nH]c1=O | -5
CCOC(=O)c1cccnc1SCC(=O)NC(C)CC (stereo not drawn) | -9
C=CCc1ccc(OCc2ccccc2)c(OC)c1 | -7
CN(C)CCN(C(=O)CN1C(=O)c2ccccc2C1=O)c1nc2c(F)cc(F)cc2s1 | -11
COC(=O)C(O)(CC(=O)Nc1cccc(SC)c1)C(F)(F)F (stereo not drawn) | 3
C[C@H]1CN([C@@H](C)CO)C(=O)Cc2cc(NS(=O)(=O)c3ccccc3)ccc2O[C@@H]1CN(C)S(=O)(=O)c1cccs1 | 18
CN1C(=O)C(O)(CC(=O)c2ccccc2)c2ccccc21 (stereo not drawn) | -12
COc1cc2c(cc1OC)C(c1ccccc1NC(=O)c1cccc(Cl)c1)=NCC2 | 5
CNC[C@H]1Oc2c(NS(=O)(=O)c3ccc(F)cc3)cccc2C(=O)N([C@H](C)CO)C[C@H]1C | -10
CC(=O)c1ccc(NC(=O)CCCC(=O)O)cc1 | 5
C[C@@H]1CN([C@H](C)CO)C(=O)Cc2cc(NC(=O)Cn3cnnn3)ccc2O[C@H]1CN(C)Cc1ccc(C(=O)Nc2ccccc2N)cc1 | 13
CCCSc1nnc(NC(=O)c2nc(SC)ncc2Cl)s1 | -5
O=C(NC1CCCC1)C(Sc1ccccc1)c1ccccc1 (stereo not drawn) | -1
CCc1ccc(NS(=O)(=O)c2c(C)[nH]c(=O)[nH]c2=O)cc1 | -4
COc1ccc(CCNC(=S)N2CCN(C(=O)c3ccco3)CC2)cc1OC | 2
CNC[C@@H]1Oc2ccc(NC(=O)CCN3CCOCC3)cc2C(=O)N([C@H](C)CO)C[C@@H]1C | -1
C[C@@H]1CN([C@H](C)CO)C(=O)Cc2cc(N(C)C)ccc2O[C@@H]1CN(C)CC1CC1 | -9
COCCOC(=O)C1=C(C)NC(C)=C(C(=O)OC(C)C)C1c1cccc([N+](=O)[O-])c1 (stereo not drawn) | 7
C[C@@H]1CN([C@H](C)CO)C(=O)c2cc(NC(=O)CCCN(C)C)ccc2O[C@@H]1CN(C)S(=O)(=O)c1cccs1 | 14
C[C@H](CO)N1C[C@H](C)[C@H](CN(C)Cc2ccc(Oc3ccccc3)cc2)Oc2ccc(N(C)C)cc2C1=O | 3

Quoted from the listing:
Reading for `COc1ccc(CCNC(=S)N2CCN(C(=O)c3ccco3)CC2)cc1OC` in ROS inducer: 2
Reading for `C[C@H]1CN([C@@H](C)CO)C(=O)Cc2cc(NS(=O)(=O)c3ccccc3)ccc2O[C@@H]1CN(C)S(=O)(=O)c1cccs1` in ROS inducer: 18

Three entries out of the list, arranged by heavy-atom count, smallest number first.
SMILES | ROS inducer
CC(=O)c1ccc(NC(=O)CCCC(=O)O)cc1 | 5
COC(=O)C(O)(CC(=O)Nc1cccc(SC)c1)C(F)(F)F (stereo not drawn) | 3
CNC[C@@H]1Oc2ccc(NC(=O)CCN3CCOCC3)cc2C(=O)N([C@H](C)CO)C[C@@H]1C | -1

(list continues)
SMILES | ROS inducer
Oc1ccccc1-c1nc(-c2ccccc2)no1 | 1
C[C@H]1CN([C@@H](C)CO)C(=O)c2cc(NC(=O)CCC(F)(F)F)ccc2O[C@H]1CN(C)Cc1ccc(Cl)c(Cl)c1 | -5
C[C@H](CO)N1C[C@H](C)[C@H](CN(C)S(C)(=O)=O)Oc2ccc(NC(=O)C3CC3)cc2CC1=O | -11
N/C(=N\c1nc(-c2cccs2)cc(C(F)(F)F)n1)Nc1cccc(Cl)c1 | 7
C[C@H](CO)N1C[C@H](C)[C@@H](CN(C)S(=O)(=O)c2cccs2)Oc2c(NC(=O)c3cnccn3)cccc2C1=O | -3
Cc1noc(C)c1NC(=O)Nc1ccc2c(c1)C(=O)N([C@@H](C)CO)C[C@H](C)[C@H](CN(C)C(=O)Nc1c(C)noc1C)O2 | -5
CC(C)CCNC(=O)Cn1c(SCc2c(F)cccc2Cl)nc2ccncc21 | 5
Clc1ccc(OCCn2cnc3ccccc32)cc1 | 7
CCc1ccc(CNC(=O)CCc2cn(Cc3ccccc3)c3ccccc23)cc1 | -4
O=C(CCCCCCC(=O)Nc1ccccc1O)N/N=C/c1cccs1 | 6
CC(C)CC(NS(=O)(=O)c1ccc(C(C)(C)C)cc1)C(=O)O (stereo not drawn) | -6
COC(=O)C1=CN(C(CC(C)C)C(=O)OC)C=C(C(=O)OC)C1c1ccc(Br)cc1 (stereo not drawn) | 95*
CSc1ccccc1NC(=O)CN(c1ccc(C)c(Cl)c1)S(C)(=O)=O | -3
CCN(CC(=O)Nc1ccc(C)c(C)c1)S(=O)(=O)c1ccc(C)cc1 | -2
COc1ccc(S(=O)(=O)Nc2cccc3c2O[C@H](CN(C)S(=O)(=O)c2cccs2)[C@@H](C)CN([C@H](C)CO)C3=O)cc1 | 5
C[C@H](CO)N1C[C@H](C)[C@H](CN(C)S(=O)(=O)c2ccc(F)cc2)Oc2ccc(NS(=O)(=O)c3ccc(F)cc3)cc2C1=O | 18
COc1ccc(S(=O)(=O)Nc2cccc3c2O[C@@H](CN(C)Cc2ccc(Oc4ccccc4)cc2)[C@H](C)CN([C@@H](C)CO)C3=O)cc1 | 35
C[C@@H]1CN([C@H](C)CO)C(=O)c2cccc(NC(=O)C3CCOCC3)c2O[C@@H]1CN(C)C(=O)Nc1ccccc1 | -5
O=C(NC(=O)c1ccccc1F)OCc1ccc(Cl)cc1Cl | -2
C[C@@H]1CN([C@@H](C)CO)C(=O)c2cccc(NC(=O)Nc3ccc(C(F)(F)F)cc3)c2O[C@@H]1CN(C)Cc1ccc(C(F)(F)F)cc1 | 19
Cc1noc(C)c1NC(=O)Nc1ccc2c(c1)C(=O)N([C@H](C)CO)C[C@@H](C)[C@H](CN(C)S(=O)(=O)c1cccs1)O2 | -2
COc1ccc(NC(=O)Nc2ccc3c(c2)C(=O)N([C@H](C)CO)C[C@@H](C)[C@@H](CN(C)Cc2ccc(-c4ccccc4)cc2)O3)cc1 | 3
C[C@@H]1CN([C@@H](C)CO)C(=O)c2cccc(NS(C)(=O)=O)c2O[C@@H]1CN(C)Cc1ccc(C(=O)O)cc1 | -13
COc1ccc(S(=O)(=O)N[C@@H]2CCCN(Cc3cccc(OCCO)c3)C2)cc1 | 36
C[C@H]1CN([C@@H](C)CO)C(=O)c2cc(NS(=O)(=O)c3cn(C)cn3)ccc2O[C@@H]1CN(C)Cc1ccc2c(c1)OCO2 | 6
C[C@@H]1CN([C@H](C)CO)C(=O)c2cc(NC(=O)Cc3cn(C)c4ccccc34)ccc2O[C@H]1CN(C)S(=O)(=O)c1cccs1 | 1
Cc1cc(C(F)(F)F)nc(SCC(=O)Nc2ccccc2)n1 | -8
Cc1noc(C)c1NC(=O)N(C)C[C@H]1Oc2c(NS(=O)(=O)c3c(C)noc3C)cccc2C(=O)N([C@H](C)CO)C[C@H]1C | -8
Cc1noc(C)c1S(=O)(=O)N(C)C[C@H]1Oc2ccc(NC(=O)Cc3cn(C)c4ccccc34)cc2CC(=O)N([C@H](C)CO)C[C@H]1C | 1
CCOC(=O)C1CCN(C(=O)N2c3ccccc3Sc3ccccc32)CC1 | 15
C[C@@H]1CN([C@H](C)CO)C(=O)c2cc(NS(=O)(=O)c3cn(C)cn3)ccc2O[C@H]1CN(C)Cc1ccncc1 | 0
C[C@H]1CN([C@@H](C)CO)C(=O)c2cc(NC(=O)Nc3ccccc3)ccc2O[C@@H]1CN(C)C | -12
O=C(N/N=C/c1ccc([N+](=O)[O-])c(O)c1)c1ccccn1 | 12
CCCOc1ccc(C(=O)Nc2ccc(NC(=O)c3ccco3)cc2)cc1 | -10
COCCN(C(=S)Nc1cc(F)cc(F)c1)C1CCN(C(C)=O)CC1 | 13

These rows are one share of the data (hit frequency here may not be typical).
